Bioassay records from PubChem.
FBPA Giardia inh: qHTS Assay for Inhibitors of Fructose-1,6-bisphosphate Aldolase from Giardia Lamblia | A8B2U2 | purified Giardia FBPA | Potency, µM (series often up to 59.6 µM), without a hit: at the highest dose activity, negative = inhibition, usual class: inhibitors | hit rate 0.71% among 290,000 | AID 2451, 2010; note: potency is the fitted concentration of half-maximal effect; nearly all actives have a fitted effect of over 55% in size
Target sequence (A8B2U2 whole entry, looked up): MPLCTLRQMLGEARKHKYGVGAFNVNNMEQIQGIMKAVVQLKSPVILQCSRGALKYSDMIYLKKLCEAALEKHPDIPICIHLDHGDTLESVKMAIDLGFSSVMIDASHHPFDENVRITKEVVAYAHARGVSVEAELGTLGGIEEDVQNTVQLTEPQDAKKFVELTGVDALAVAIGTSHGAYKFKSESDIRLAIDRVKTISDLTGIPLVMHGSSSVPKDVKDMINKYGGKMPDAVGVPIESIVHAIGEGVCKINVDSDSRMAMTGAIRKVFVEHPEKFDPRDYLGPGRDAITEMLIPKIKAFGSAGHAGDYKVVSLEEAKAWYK
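40 nM FBPA preincubated 10 min at RT with compound (up to 57.5 uM final), then substrate plus GAPDH/TPI/NAD/arsenate coupling and diaphorase/resazurin added. Fluorescence read after 20 min at RT, 525/598 nm.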
AMA1 RON2 block: qHTS for Inhibitors of AMA1-RON; Towards Development of Antimalarial Drug Lead: Primary Screen; Plasmodium falciparum AMA1 (3D7) - RON2 peptide interaction; Potency, µM (titrated, usually from 58.2 µM), without a hit: at the highest dose activity change, negative = inhibition, usual class: inhibitors; hit rate 0.2% among 360,000; AID 720542, 2013; AlphaScreen AMA1-biotinylated RON2 peptide binding;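 note: potency is the fitted concentration of half-maximal effect; 0% = vehicle wells and -100% = peptide control; nearly all actives have a fitted effect of over 45% in size; some results filed as inactive show a strong effect at the top dose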
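AMA1 (3D7) with his tag at 25 nM final met compounds first, then biotinylated RON2 peptide at 25 nM; detection used donor plus acceptor beads, 10 µg/mL apiece, read by AlphaScreen after 30 min at room temperature.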
AmpC inh detg: qHTS Inhibitors of AmpC Beta-Lactamase (assay with detergent); P00811; AID 485294, 2010; hit rate 0.041% among 370,000; Potency, µM (titrated, usually from 114 µM), inactives show top-dose activity change, negative = inhibition, most hits filed as inhibitors; AmpC hydrolysis of nitrocefin, absorbance 480 nm, 0.01% Triton;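 note: potency is the fitted concentration of half-maximal effect; 0% = no-compound wells and -100% = no-enzyme wells; nearly all actives have a fitted effect of over 25% in size; some results filed as inactive show a strong effect at the top dose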
Target sequence (P00811 whole entry, looked up): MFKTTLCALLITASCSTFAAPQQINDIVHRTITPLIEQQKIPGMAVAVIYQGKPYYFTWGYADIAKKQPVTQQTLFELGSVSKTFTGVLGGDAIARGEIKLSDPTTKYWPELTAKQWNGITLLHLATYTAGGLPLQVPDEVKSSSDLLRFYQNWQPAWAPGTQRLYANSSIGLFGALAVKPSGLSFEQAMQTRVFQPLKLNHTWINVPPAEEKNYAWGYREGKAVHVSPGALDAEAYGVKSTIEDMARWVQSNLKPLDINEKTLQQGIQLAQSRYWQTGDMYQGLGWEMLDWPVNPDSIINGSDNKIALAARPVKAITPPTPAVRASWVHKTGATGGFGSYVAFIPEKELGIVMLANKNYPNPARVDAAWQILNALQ
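20 mM phosphate pH 7.0 + 0.01% (detergent screen) or 0.0001% Triton X-100; 5.3 nM AmpC reagent; cpd preinc 15 min RT; nitrocefin (800 uM stock) to start; A480 q20 s × 4 min; Activity was normalised to no-enzyme and no-compound control wells.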
AmpC inh no detg: qHTS Inhibitors of AmpC Beta-Lactamase (assay without detergent); P00811; AmpC nitrocefin hydrolysis, absorbance 480 nm, 0.0001% Triton; Potency, µM (top dose mostly 57.1 µM), for inactives: top-dose activity change, negative = inhibition, hits mostly inhibitors; hit rate 0.52% among 330,000; AID 485341, 2010;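 note: potency is the fitted concentration of half-maximal effect; plate controls were no compound for no effect and no enzyme for full effect; nearly all actives have a fitted effect of over 20% in size; some results filed as inactive show a strong effect at the top dose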
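AmpC (5.3 nM in the dispensed reagent) in 20 mM phosphate pH 7.0 with 0.01% (detergent screen) or 0.0001% Triton X-100 was preincubated with compounds for 15 min at room temperature. Nitrocefin was then added from an 800 uM solution, and hydrolysis was followed at 480 nm.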
Sm TGR block: qHTS Assay for the Inhibitors of Schistosoma Mansoni Peroxiredoxins; Schistosoma mansoni thioredoxin glutathione reductase (TGR), Q962Y6; purified TGR, DTNB reduction, TNB absorbance 405 nm; Potency, µM (top dose mostly 114 µM), for the others: at the highest dose activity change, negative = inhibition, hits mostly inhibitors; hit rate 3% among 360,000; AID 485364, 2010; note: potency is the fitted concentration of half-maximal effect; nearly all actives have a fitted effect of over 60% in size
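TGR 20 nM + NADPH 100 uM (dispensed conc.), cpd preinc 15 min RT; start with NADPH (500 uM addition) then DTNB (15 mM addition). Kinetic TNB absorbance, 405 nm filter. Four-parameter Hill fit across titration.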
HCMV inh: qHTS Assay for inhibitors of the human cytomegalovirus (HCMV). HFF cells, HCMV-luciferase reporter, 72 h; stronger effect = lower value. activity change, negative = inhibition, % at 57.5 µM. hit rate 4.5% among 410,000. AID 1259415, 2018; in the data active = activity change below about -60%; inconclusive = no clear call, values can overlap the other calls; inactive = above about -39%
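Two-dose cell screen: HFF monolayers treated with compounds and infected with luciferase-expressing HCMV at 1 PFU/cell, 72 h at 37C, then lysed for luciferase measurement.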
Starred values were filed as active, the others as inactive; ? = inconclusive; . = no result given; & = joins results of further samples; [ ] = dose if it differs, or a comment. Unless noted, calls come from the whole dose curve; as a rule, active = well fitted curve in the direction sought with a large enough effect; inconclusive = small, poorly fitted or top-dose-only effect, or another doubt; inactive = no such curve, though single readings can be large; an effect the other way counts as inactive or inconclusive. Unless noted, % is set by controls: 0 for no effect and ±100 for the full control effect.

SMILES	FBPA Giardia inh	AMA1 RON2 block	AmpC inh detg	AmpC inh no detg	Sm TGR block	HCMV inh
O=C(Nc1nc2ccc(F)cc2s1)C1CC(=O)N(c2ccc3c(c2)OCCO3)C1 (stereo unspecified)	.	-7%	-1%	-1%	1%	-9
COC(=O)c1ccc(C2C(C(=O)OC(C)C)=C(C)N=C3SCCC(=O)N32)cc1 (stereo unspecified)	-1%	.	?	62%[activator]	-23%	.
COc1ccc(-n2nc(C(=O)N3CCN(c4ccc(F)cc4)CC3)c3ccccc3c2=O)c(OC)c1	-6%	-16%	8%	149%[activator]	4%	14
Cn1nnnc1SCc1nc2ccccc2[nH]1	0%	-3%	-18%	-13%	-2%	18
O=C(NNS(=O)(=O)c1ccc(F)cc1F)c1csc(-c2cccnc2)n1	-5%	-13%	-6%	-5%	-2%	-23
Cc1ccc2c(CC(=O)NC3CCS(=O)(=O)C3)coc2c1C (stereo unspecified)	-7%	-6%	-8%	-2%	-9%	-6
CCCCC[C@]12Cc3ccccc3C(O1)c1c(cc(C)oc1=O)O2	9%[12.9 µM]	.	?	-17%[11.4 µM]	8%[22.9 µM]	.
COc1cc(OC)c(NC(=O)COCc2cc(-c3cccs3)on2)cc1Cl	.	.	14%	.	0%	3
CCN(CC)S(=O)(=O)c1ccc(C(=O)NCC2(N3CCOCC3)CCCCC2)cc1	.	?	-1%	42%	-4%	-6
COc1cccc(/C=N/NC(=O)C(=O)N/N=C/c2cccc(OC)c2O)c1O	13%	?	?	-18%	9%	-28
CCC(=O)N1CCc2cc(S(=O)(=O)CCC(=O)Nc3ccc(OC(F)(F)F)cc3)ccc21	.	.	-3%	.	-13%	-32
CCCCNC(=O)CSc1c2c(nc3ccc(Cl)cc13)CCCC2	.	.	1%	.	-7%	-21
COCCNC(=S)N/N=C(\C)c1ccccc1F	?	19%	2%	-3%	?	-37
Cc1ccc2oc(=O)n(CC(=O)OC(C)C)c2c1	-7%	3%	-6%	-15%	-7%	3
COCCCn1c(=N)c(C(=O)NCc2ccco2)cc2c(=O)n3ccccc3nc21	.	.	3%	.	31%	-13
O=C(Nc1nc2ccccc2s1)c1ccc(N2CCCCC2)c([N+](=O)[O-])c1	1%	-23%	2%	-52%	-14%	-72*
O=C(NCc1ccccc1)NC1(C(=O)N2CCN(c3ccccc3)CC2)CCCCC1	1%	-9%	-14%	-12%	0%	18
O=C(NCc1cccc(C(F)(F)F)c1)c1ccc2c(c1)OCO2	0%	-5%	-10%	-18%	0%	29
CCc1cccc(NS(=O)(=O)c2ccc3c(c2)CCC(=O)N3)c1	5%	-13%	1%	-30%	-7%	-19
CCCCn1c(=O)c2c(O)cc(=O)oc2c2ccccc21	25%	11%	-1%	-16%	-2%	8
COc1cc(OC)c(NC(c2nnc(-c3ccccc3)o2)c2ccc(F)cc2Cl)cc1Cl (stereo unspecified)	.	.	17%	.	-4%	-22
COc1ccc(OCc2cc(C(=O)O)c(C)o2)cc1	6%	.	0%	-21%	-19%	.
CC(C)C(OC(=O)c1cccs1)C(=O)NCc1cccs1 (stereo unspecified)	0%	-5%	2%	-13%	19%	11
CCN(CC)S(=O)(=O)c1cccc(NC2=NCC(C)S2)c1 (stereo unspecified)	2%	-8%	-11%	-42%	-4%	24
Cc1cc2cc(CNC(=O)C3CC3)ccc2n1C	-5%	-17%	-9%	-7%	10%	6
COC(=O)C1C2c3ccccc3OC1(C)N=c1s/c(=C/c3cnn(C)c3)c(=O)n12 (stereo unspecified)	10%	-5%	-2%	0%	-23%	-22
COC(=O)COc1ccc(S(=O)(=O)N2CCN(c3ccccc3F)CC2)cc1C	-7%	12%	-2%	12%	7%	13
COc1cc2c(cc1OC)C(c1ccc(O)cc1)NCC2 (stereo unspecified)	11%	-12%	-4%	-10%	-18%	11
CCN1CCN(C(C)C(=O)Nc2c(C)n(C)n(-c3ccccc3)c2=O)CC1 (stereo unspecified)	-18%	17%	?	-5%	8%	5
CCOC(=O)NC(=O)CSc1ccc(S(=O)(=O)N2CCCCC2)cn1	.	5%	.	-29%	.	-10
COc1ccc(-c2csc3ncnc(N4CCN(c5ccccc5Cl)CC4)c23)cc1	.	-15%	-4%	-27%	8%	-40
NCCc1ccc(OCc2ccccc2)c(OCc2ccccc2)c1	.	-1%	-12%	62%[activator]	-12%	-94*
COc1cc(CNCc2c(C(=O)O)c(C)n(Cc3cccc(Cl)c3)c2C)cc(OC)c1OC	.	.	-3%	.	-7%	8
COC(=O)c1ccccc1NC(=O)NN1CCN(C)CC1	.	-7%	-5%	?	-7%	54
CC1=NN(c2ccccc2)C(=O)/C1=C\C=C\c1ccccc1	-13%	6.3µM*	-1%	-15%	0%	-98*
CCCn1c(NC(=O)c2ccco2)nc2ccccc21	-23%	23%	?	-31%	-7%	?
Cc1ccc(-c2cc(C(=O)Nc3ccc(S(=O)(=O)Nc4onc(C)c4C)cc3)c3ccccc3n2)cc1	-6%	0%	2%	-31%	5%	40
CCC(C)NC(=O)CN1c2cccc3cccc(c23)S1(=O)=O (stereo unspecified)	-8%	7%	-10%	-11%	1%	-33
S=C(NCc1cccc(Cl)c1)NCc1ccco1	1%	14%	-9%	-42%	-28%	?
Cc1ccc(NC(=O)C2CCCCC2C(=O)O)cc1C (stereo unspecified)	11%	-7%	12%	-12%	9%	-12

Given with values under each structure: part of the list above
Value order: FBPA Giardia inh	AMA1 RON2 block	AmpC inh detg	AmpC inh no detg	Sm TGR block	HCMV inh
> CCCn1c(NC(=O)c2ccco2)nc2ccccc21
    -23%	23%	?	-31%	-7%	?
> Cc1ccc(-c2cc(C(=O)Nc3ccc(S(=O)(=O)Nc4onc(C)c4C)cc3)c3ccccc3n2)cc1
    -6%	0%	2%	-31%	5%	40
> CCC(C)NC(=O)CN1c2cccc3cccc(c23)S1(=O)=O (stereo unspecified)
    -8%	7%	-10%	-11%	1%	-33
> S=C(NCc1cccc(Cl)c1)NCc1ccco1
    1%	14%	-9%	-42%	-28%	?
> Cc1ccc(NC(=O)C2CCCCC2C(=O)O)cc1C (stereo unspecified)
    11%	-7%	12%	-12%	9%	-12

Continuation:
SMILES	FBPA Giardia inh	AMA1 RON2 block	AmpC inh detg	AmpC inh no detg	Sm TGR block	HCMV inh
O=c1c2ccccc2nc(SCc2cc(=O)n3ccsc3n2)n1CCCO	-15%	.	-11%	0%	-8%	.
CN1CCN(C(=O)C2=C[C@@H](C3CCCCC3)C[C@@H](OCc3ccc(CO)cc3)O2)CC1	4%	3%	-6%	163%[activator]	-18%	8
Cc1ccc(CN2CCC(Oc3cccc(C(=O)NCc4cccnc4)c3)CC2)o1	.	-8%	4%	24%	32µM*	-13
O=c1oc2ccccc2n1Cc1ccccc1Cl	7%	7%	5%	-22%	13%	-3
O=c1c2ccccc2n(Cc2c(F)cccc2Cl)c(=O)n1CCc1ccccc1	.	.	15%	.	-1%	37
CC(CCc1ccco1)NC(=O)CCc1nnc2ccc(NCc3ccccc3)nn12 (stereo unspecified)	.	-10%	?	77%[activator]	-16%	-13
CCc1cccc2c(=O)c(C(=O)N3CCCCCC3)c[nH]c12	3%	2%	-3%	-17%	3%	4
Cc1ccc(OCC(O)CN2CCN(Cc3ccc4c(c3)OCO4)CC2)c(C)c1 (stereo unspecified)	1%	-16%&-7%	-16%	52%	0%	7&38
CC(Cl)C(=O)c1c[nH]c2ccccc12 (stereo unspecified)	0%	-3%	-7%	-20%	-10%	-67*
C=CCN1C(=O)C(Cc2cccc(Cl)c2)SC1=Nc1ccc(C(=O)O)cc1 (stereo unspecified)	24%	-3%	1%	-32%	13%	48
CCN(CC)c1nn2c(=O)c(C(=O)NCCc3ccccc3C)cnc2s1	.	.	5%	.	-4%	7
COc1ccc(-c2oc3ncnc(N)c3c2-c2ccccc2)cc1	0%	-3%	4%	-27%	-8%	-8
CCOc1ccc(C2CC(=O)N(c3cccc(F)c3)C3=C2C(=O)OC3)cc1 (stereo unspecified)	.	.	-3%	.	5%	0
O=C(CNC(=O)OCc1ccccc1)Oc1cc2oc(=O)cc(-c3ccccc3)c2cc1Cl	?	0%	?	-13%	?	.
CC(=O)Nc1ccc(S(=O)(=O)Nc2nc3ccccc3nc2Nc2ccccc2)cc1	23%	-2%	0%	-45%	-16%	-22
Cc1c(Cl)ccc2sc(N3CCN(C(=O)CS(=O)(=O)c4ccccc4)CC3)nc12	.	.	6%	.	20%	-21
CCN(C(=O)CN1CCN(c2ccccc2)CC1)c1c(N)n(Cc2ccccc2)c(=O)[nH]c1=O	-1%	12%	-11%	-29%	10%[11.4 µM]	18
COc1ccc(NC(=O)/C=C/C(=O)O)cc1Cl	6%	-6%	1%	?	-19%	-6
COc1cc(NC(=O)c2csc3c2CCCC3)ncn1	-3%	-2%	?	-12%	0%	45
CCN(CC)C1CCN(C(=O)c2cc(COc3ccccc3SC)on2)C1 (stereo unspecified)	9%	-8%	-14%	65%[activator]	-10%	-27
CC(C)(C)C(=O)Oc1cc(N)n(S(=O)(=O)c2ccc(F)cc2)n1	0%	4%	1%	-23%	-24%	50
CCOc1ccc2nc(SCC(=O)NCC3CCCO3)c(C#N)cc2c1 (stereo unspecified)	.	5%	1%	-12%	10%	-13
COc1cc2c3c(c1OC)C1(C=CC(=O)C=C1)CC3N(C(C)=O)CC2 (stereo unspecified)	2%	3%	-6%	-21%	-11%	-18
COc1ccccc1CNC(=O)Cn1cnnn1	2%	-3%	2%	-29%	-15%	19
CC1c2nc3ccccc3n2C(CC(=O)NCCCN2CCOCC2)C(=O)N1Cc1ccccc1 (stereo unspecified)	1%	30%	7%	5%	15%	-9
CNc1nc(C)c(C(C)(C)C)s1	-5%	-7%	5%	-4%	-1%	-8
CCC(c1nnnn1C(C)(C)CC)N(CCCO)Cc1cc2cccc(C)c2[nH]c1=O (stereo unspecified)	7%	-2%	0%	97%[activator]	0%[11.4 µM]	-10
CCCCn1c(N)c(N(CCC(C)C)C(=O)C(C)N2C(=O)c3ccccc3C2=O)c(=O)[nH]c1=O (stereo unspecified)	.	-11%	-15%	-6%	-7%	-1
COc1ccc(/C=C(/NC(=O)c2ccccc2Cl)C(=O)NCCCC(=O)O)cc1	7%	2%	3%	-13%	12%	17
CN1C(=O)Cc2cc(S(=O)(=O)NCc3ccccc3Cl)ccc21	.	.	20%	.	-1%	?
CCc1cc(-c2n[nH]c(C)c2-c2nc3ccccc3n2C)c(O)c(CN2CCN(C)CC2)c1O	10%	38%[activator]	-6%	128%[activator]	?	-10
